Compound activity (PubChem)
CBFb RUNX1 block – inhibitors of human CBF-beta and RUNX1 interaction | Q01196+Q13951 | AlphaScreen CBFb-His/RUNX1-biotin binding, biochemical | Potency, µM (highest dose often 59.8 µM), for inactives: at the highest dose activity, negative = inhibition, most hits filed as inhibitors | 230,000 tested, under 10 active | AID 1477; also: % of control where 0% means no effect
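Proteins preincubated together for 20 min at RT before compound addition; 15 min later, nickel and streptavidin beads were added and left 90 min prior to AlphaScreen measurement.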
Epigenetic reg – derepresses silenced GFP reporter in murine cells | Potency, µM (titrated, usually from 53.9 µM), inactives show at the highest dose GFP activation, usual class: activators | murine LDR cells, GFP reporter derepression, 30 h | actives 0.2% (n = 280,000); also: potency is read from the fitted curve at half-maximal effect; % of control where 0% means no effect; nearly all actives have a fitted effect of over 60% in size
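In this reporter-derepression format, murine cells bearing a silenced integrated CMV-GFP locus incubate with test compound (30 h, 37 C), then are washed and imaged; fluorescent objects of 20–120 um count as induced cells.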
TRb SRC2 PPI – disrupts binding of human TR beta to SRC2. actives 0.065% (n = 280,000). TRbeta-SRC2 peptide binding, fluorescence polarization; receptor liganded with 1 µM T3. Potency, µM (titrated, usually from 106 µM), for the others: at the highest dose activity change, negative = inhibition, hits mostly inhibitors;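 also: potency is read from the fitted curve at half-maximal effect; plate controls were bound peptide for no effect and peptide without receptor for full effect; nearly all actives have a fitted effect of over 50% in size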
Target sequence (P10828 whole entry, looked up): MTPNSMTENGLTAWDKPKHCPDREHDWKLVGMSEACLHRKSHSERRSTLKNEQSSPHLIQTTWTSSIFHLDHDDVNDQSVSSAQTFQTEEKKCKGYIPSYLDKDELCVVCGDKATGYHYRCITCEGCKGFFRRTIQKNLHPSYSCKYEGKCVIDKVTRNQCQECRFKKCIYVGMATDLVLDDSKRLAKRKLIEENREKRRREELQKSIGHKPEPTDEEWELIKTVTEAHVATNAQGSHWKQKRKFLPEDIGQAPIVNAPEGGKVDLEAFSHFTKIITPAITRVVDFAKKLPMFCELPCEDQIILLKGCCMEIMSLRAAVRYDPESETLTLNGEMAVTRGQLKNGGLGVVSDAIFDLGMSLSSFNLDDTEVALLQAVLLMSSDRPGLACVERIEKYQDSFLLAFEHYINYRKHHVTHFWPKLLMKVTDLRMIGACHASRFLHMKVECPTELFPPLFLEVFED
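TRb LBD 0.6 uM + Texas Red SRC2 peptide 20 nM, 1 uM T3, Tris buffer w/ 5% DMSO; compound pinned, 5 h RT; FP read ex 555/em 632; normalized to unbound and bound controls.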
aGal spleen mod – alpha-galactosidase A (human) modulation; actives 0.008% (n = 240,000); human spleen homogenate, 4MU-alpha-Gal fluorescence, 40 min; Potency, µM (series often up to 80 µM), inactives show top-dose activity change, negative = inhibition, actives largely listed as inhibitors;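 also: potency is read from the fitted curve at half-maximal effect; 0% = enzyme with vehicle and -100% = no enzyme basal signal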
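Inhibition or activation of alpha-galactosidase in human spleen homogenate is scored by 4-MU fluorescence after 40 min at 37C, pH 5.0, with 1 mM substrate. AC50s come from concentration-response fitted to the Hill equation.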
NPSR antagonist – neuropeptide S receptor (human) antagonism, cAMP | AID 1461 | Q6W5P4 | Potency, µM (series often up to 38.3 µM), for inactives: at the highest dose activity change, negative = inhibition, usual class: inhibitors | CHO-NPSR cells, cAMP TR-FRET, antagonist mode | actives 1% (n = 220,000); also: potency is read from the fitted curve at half-maximal effect; % is scaled to controls: 0 for no effect and ±100 for the full control effect; nearly all actives have a fitted effect of over 50% in size; many of its hits are not listed in these tables
Target sequence (Q6W5P4 whole entry, looked up): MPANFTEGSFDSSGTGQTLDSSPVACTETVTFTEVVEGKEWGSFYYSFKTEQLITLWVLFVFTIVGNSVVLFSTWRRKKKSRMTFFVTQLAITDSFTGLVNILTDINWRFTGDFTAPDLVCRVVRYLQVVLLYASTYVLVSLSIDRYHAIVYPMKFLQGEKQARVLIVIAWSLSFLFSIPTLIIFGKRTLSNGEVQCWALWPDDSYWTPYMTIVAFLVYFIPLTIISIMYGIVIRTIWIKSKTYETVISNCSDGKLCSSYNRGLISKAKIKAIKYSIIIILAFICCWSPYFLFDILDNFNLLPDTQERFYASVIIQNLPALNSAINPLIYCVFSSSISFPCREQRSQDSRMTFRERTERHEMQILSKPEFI
TexasRed fluor – alters Texas Red total fluorescence, flagging assay interference | TRb/SRC2 Texas Red total fluorescence interference | Potency, µM (series often up to 106 µM), for inactives: at the top dose fluorescence change, negative = quenching | actives 0.29% (n = 280,000); active = well fitted curve in either direction with a large enough effect; inconclusive = small, poorly fitted or top-dose-only effect; also: potency is read from the fitted curve at half-maximal effect; % is scaled to controls: 0 for no effect and ±100 for the full control effect
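Human TRβ ligand-binding domain (0.6 uM) and Texas Red SRC2 peptide (20 nM) in Tris buffer with 1 uM T3 and 5% DMSO were incubated with pinned compound for 5 hr at ambient temperature. Total fluorescence was computed as S + 2P (555/632 nm).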
Tau fluor counter – counter-screen for tau fibril formation inhibitors. tau K18 P301L (four-repeat tau fragment) Alexa594 fluorescence, heparin fibrillization. Potency, µM (titrated, usually from 57.7 µM), without a hit: at the top dose activity change, negative = decrease. actives 0.93% (n = 280,000). AID 1463; also: potency is read from the fitted curve at half-maximal effect; % is scaled to controls: 0 for no effect and ±100 for the full control effect; nearly all actives have a fitted effect of over 55% in size
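Human K18 P301L tau (15 uM unlabeled plus 0.24 uM Alexa 594-labeled, final) in 100 mM sodium acetate pH 7 was mixed with compound and 20 uM heparin and incubated 6 hr at 37 C.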
Tau FP inhib – blocks human tau fibril formation measured by polarization. K18 P301L tau heparin fibrillization, Alexa594 FP, 6 h. Potency, µM (titrated, usually from 57.7 µM), inactives show top-dose activity, negative = inhibition, most hits filed as inhibitors. P10636. actives 0.39% (n = 280,000); also: potency is read from the fitted curve at half-maximal effect; % is scaled to controls: 0 for no effect and ±100 for the full control effect; nearly all actives have a fitted effect of over 55% in size
Target sequence (P10636 561-689 P618L limits assumed): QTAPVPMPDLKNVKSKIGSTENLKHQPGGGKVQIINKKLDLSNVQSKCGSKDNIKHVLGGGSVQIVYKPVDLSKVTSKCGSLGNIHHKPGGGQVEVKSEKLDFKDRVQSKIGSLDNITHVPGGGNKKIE
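Compound effects on tau fibrillization are measured by Alexa 594 fluorescence polarization (ex 555, em 632 nm). K18 P301L tau is used at 15 uM with 0.24 uM labeled tracer, and 20 uM heparin induces aggregation over 6 hr at 37 C.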
The depositor's hits bear a star; ? = inconclusive; · = no result given; & = joins results of further samples; [ ] = remark or other dose. Unless noted, calls follow the shape of the dose curve; as a rule, active = well fitted curve in the direction sought with a large enough effect; inconclusive = small, poorly fitted or top-dose-only effect, or another doubt; inactive = no such curve, though single readings can be large; an effect the other way counts as inactive or inconclusive. These rows are one share of the data; count on the stated rates, not on these rows.

canonical_smiles	TRb SRC2 PPI	TexasRed fluor	NPSR antagonist	CBFb RUNX1 block	Tau FP inhib	Tau fluor counter	aGal spleen mod	Epigenetic reg
COc1ccc(N(Cc2ccco2)C(=O)c2ccccc2F)cc1OC	2%	-1%	-15%[46.1 µM]	-1%	4%	-5%	-9%	0.1%
CC(C)NC(=O)C1CCN(C(=O)c2cc3sccc3n2Cc2ccc(Cl)cc2)CC1	2%	2%	·	·	6%	-11%	·	2.7%
Cn1nccc1C(=O)c1ccc(Cl)cc1	-3%	0%	0%[46.1 µM]	6%	-1%	0%	-2%	0.8%
Cc1cccc(N2CCN(C(=O)c3ccc4nc(N5CCCCC5)sc4c3)CC2)c1C	0%	-1%	-57%	12%	7%	-11%	-12%	0.0%
CCOC(=O)c1cccc(NC(=O)c2nn(-c3ccc(OC)cc3)c(=O)c3c2c2ccccc2n3C)c1	6%	-2%	·	·	?	-21%	·	0.3%
CCN1CNC(=S)N(Cc2ccccc2)C1	1%	?	-5%[46.1 µM]	4%	-2%	0%	5%	0.0%
Cc1ccccc1-c1nc(CS(=O)(=O)CC(=O)NCCCN2CCN(C)CC2)c(C)o1	-1%	-1%	·	·	-2%	5%	·	5.5%
CCOCCCNC(=O)C(c1ccc(OC)cc1)N(Cc1ccc2c(c1)OCO2)C(=O)CNC(C)=O (stereo not given)	-11%	-2%	8%	4%	-1%	2%	-3%	-1.0%
O=C(c1cc([N+](=O)[O-])cc([N+](=O)[O-])c1)N(Cc1nnc(-c2ccccc2Cl)o1)C1CC1	0%	0%	-14%	-6%	1%	-13%	4%	-2.2%
O=C(c1ccco1)N1CCN(C(=O)c2cccs2)CC1	-1%	-4%	-5%[46.1 µM]	0%	-1%	-4%	-4%	0.0%
COc1cccc(NC(=S)N(Cc2cccc(Br)c2)CC2CCC(C(=O)O)CC2)c1 (stereo not given)	-5%	-4%	-44%	-4%	-2%	-12%	-5%	1.1%
CC(C)NCCCOc1ccc(Cl)cc1Br	5%	0%	10%[46.1 µM]	-4%	2%	-1%	-6%	-2.0%
COC(=O)c1ccccc1NC(=O)c1ccc(F)cc1	-5%&3%	1%&1%	-4%	13%	2%&-5%	-4%&-16%	2%&13%	0.3%&-0.9%
CCCCc1ccc(NC(=O)c2ccc3c(c2)CCN3S(=O)(=O)CC)cc1	-7%	-1%	·	·	5%	-22%	·	-2.7%
S=c1nccc(-c2cccs2)[nH]1	-2%	-6%	-1%	2%	-14%	0%	-2%	-1.4%
CC(=O)c1ccc2c(c1)N(C)c1ccccc1S2	7%	1%	-7%[46.1 µM]	2%	13%	?	10%	2.1%
O=C(NCc1ccccn1)C1CCN(S(=O)(=O)c2cccs2)CC1	-3%	-5%	0%[46.1 µM]	11%	-6%	?	11%	0.1%
Cc1nn(C(C)C(=O)NCc2ccccc2Cl)c(=O)c2c1sc1ccccc12 (stereo not given)	0%	0%	-18%[46.1 µM]	5%	10%	-15%	6%	3.1%
CC(C)Oc1ccc(C2CC(=O)N(c3ccc(C(=O)O)cc3)C2=O)cc1 (stereo not given)	4%	-4%	-10%	10%	5%	15%[2.34 µM]	-5%	-0.1%
CN(Cc1ccccc1)C(=O)CN(Cc1ccccc1)S(C)(=O)=O	-6%	1%	-7%[46.1 µM]	10%	-6%	-8%	5%	1.2%
COc1ccc(S(=O)(=O)Nc2cc3c4c(oc3c3ccccc23)CCCC4=O)cc1	-4%	2%	-3%[46.1 µM]	9%	-1%	?	1%	-1.4%
FC(F)Sc1ccc(NC(=S)NC(c2ccccc2)c2ccccc2)cc1	6%	-4%	?	14%	?	?	2%	?
CN1C(=S)SC(C)(C)C1N(O)C(=O)Nc1ccc(Cl)cc1 (stereo not given)	0%	-6%	18%	5%	-7%	-14%	-3%	0.2%
COC(=O)c1sc2nc3c(cc2c1N)CCCC3	0%	-4%	18%	20%	13%	-26%	11%	-1.2%
Cc1ccccc1-c1nnc(SCC(=O)N2CCCCC2)o1	8%	-1%	·	·	-1%	-10%	·	-1.5%
COc1ccc(-c2nc(C)c(CCNC(=O)c3cccc(C)c3)s2)cc1OC	1%	-9%	·	·	3%	-14%	·	2.8%
COc1ccc(OC)c(-c2noc(N3CCN(c4cc(Cl)ccc4C)CC3)n2)c1	10%	8%	·	·	5%	-13%	·	-1.2%
O=C(CCN1CCc2ccccc2C1)Nc1ccc(F)c(F)c1	4%	-7%	-10%	6%	·	·	3%	0.1%
Cc1ccc(Cl)cc1NC(=S)N1CCC(c2ccccc2)C1 (stereo not given)	-5%	-3%	-47%	4%	-2%	-6%	5%	0.1%
O=C(O)c1ccc(NC(=O)C2C3CCC(C3)C2C(=O)O)cc1 (stereo not given)	-13%	-1%	-5%[46.1 µM]	3%	-6%	-11%	-14%	0.0%
Cc1ccc(OCCn2c(NC(=O)c3ccco3)nc3ccccc32)cc1	3%	2%	-3%[46.1 µM]	5%	-3%	-11%	2%	0.0%
COc1ccc(-c2c(O)c3c(OC)c4c(cc3oc2=O)OC(C)(C)CC4)cc1	-4%	1%	·	·	-1%	-5%	3%	-0.5%
COc1ccc(NC(=O)CN2C(=O)COc3ccc(S(=O)(=O)N4CCCCCC4)cc32)cc1	1%	-9%	·	·	?	-23%	·	-1.1%
COc1ccc(-c2cc(-c3nc(-c4cc(OC)c(OC)c(OC)c4)no3)[nH]n2)c(OC)c1	-2%	-1%	·	·	2%	-23%	·	6.0%
CCOC(=O)Cc1csc(NC(=O)c2ccc(Cl)nc2)n1	-3%	0%	-11%[46.1 µM]	-2%	3%	-7%	-2%	6.7%
CCOC(=O)CCN1C(=O)[C@H]2[C@H]3[C@H](O)[C@H](O)C/C(=N/NC(=O)OCc4ccccc4)[C@H]3CC[C@@H]2C1=O	1%[11.2 µM]	1%[11.2 µM]	·	7%[13.1 µM]	4%[11.6 µM]	-2%[11.6 µM]	-2%[17.5 µM]	0.0%[10.1 µM]
O=C1NC2(CCCCC2)N=C1c1ccccc1	0%	-2%	-15%[46.1 µM]	8%	-7%	-5%	-8%	2.3%
Cc1ccc(CNC(=O)CSc2n[nH]c(-c3ccc(F)cc3)n2)cc1	-1%	0%	·	·	-2%	-9%	·	-0.3%
Cc1cc2n(n1)C(c1ccco1)Nc1ccccc1-2 (stereo not given)	-10%	-4%	3%[46.1 µM]	1%	-1%	-13%	-7%	-2.1%
CCOc1ccccc1NC(=O)C(=O)c1cc(C)n(-c2cccc(C)c2C)c1C	4%	-2%	·	·	3%	-23%	·	4.6%
CCc1ccc(C(C)NC(=O)Cc2ccc(F)cc2)cc1 (stereo not given)	-4%	-4%	-24%	9%	-2%	-3%	3%	-0.3%
O=c1cc(COc2ncnc3ccccc23)nc2sccn12	-4%	0%	-25%	-4%	6%	-6%	8%	3.0%
COC(=O)C1CCN(C(=O)c2c(-c3ccccc3Cl)noc2C)CC1	0%	-2%	-8%[46.1 µM]	8%	-1%	4%	-10%	0.0%
O=c1cc(CN2CCN(Cc3ccccc3)CC2)c2cc3c(cc2o1)CCC3	-7%	0%	-57%	15%	-7%	-15%	-3%	0.0%
Cc1ccc(/C=N/Nc2cccc3cccnc23)c(O)c1	1%	-1%	-13%[46.1 µM]	-5%	-7%	-7%	11%	-1.0%
COc1ccc(-c2nnc(SCc3nc4ccccc4c(=O)[nH]3)o2)cc1	1%	0%	-17%	1%	-14%	-26%	6%	-0.1%
COc1ccc(NC(=O)C(=O)NCCCn2ccnc2)cc1	5%[53 µM]	0%[53 µM]	-10%	2%	-1%	1%	-2%	1.0%
COc1cc(/C=C/C(=O)OCC(=O)N2CCOCC2)ccc1OCC#N	0%	-1%	5%	2%	5%	5%	-5%	0.0%

Compounds from the list above that contain bromine, in the order listed:
canonical_smiles	TRb SRC2 PPI	TexasRed fluor	NPSR antagonist	CBFb RUNX1 block	Tau FP inhib	Tau fluor counter	aGal spleen mod	Epigenetic reg
COc1cccc(NC(=S)N(Cc2cccc(Br)c2)CC2CCC(C(=O)O)CC2)c1 (stereo not given)	-5%	-4%	-44%	-4%	-2%	-12%	-5%	1.1%
CC(C)NCCCOc1ccc(Cl)cc1Br	5%	0%	10%[46.1 µM]	-4%	2%	-1%	-6%	-2.0%

New compounds follow
canonical_smiles	TRb SRC2 PPI	TexasRed fluor	NPSR antagonist	CBFb RUNX1 block	Tau FP inhib	Tau fluor counter	aGal spleen mod	Epigenetic reg
CC(C)CCNC(=O)N1CCN(S(=O)(=O)c2ccc3c(ccn3C)c2)CC1	-7%	2%	·	·	-6%	-7%	·	6.1%
Cc1ccc(OCCN2CCN(C(=O)CCC(=O)Nc3nnc(C)s3)CC2)cc1	-6%	-8%	23%[46.1 µM]	-3%	-1%	-4%	-7%	-1.1%
Cc1ccc(C)c(NC(=O)C2CC(Cl)=CCC2C(=O)O)c1 (stereo not given)	-1%	-5%	-2%[46.1 µM]	9%	7%	13%	-7%	0.9%
CC(C)CNC(=O)COC(=O)/C=C/c1ccco1	-10%	0%	11%	-3%	4%	2%	0%	0.0%
CC(C)CC(=O)N1CCN(S(C)(=O)=O)CC1	1%	-1%	-9%[46.1 µM]	7%	-7%	1%	5%	0.0%
C=CCOc1cccc(C2/C(=C(/O)c3ccc(Cl)cc3)C(=O)C(=O)N2CCN2CCOCC2)c1 (stereo not given)	2%	1%	2%[46.1 µM]	-3%	2%	-23%	-4%	-0.1%
Cc1c(Cl)c([N+](=O)[O-])nn1CCCC(=O)O	-2%	1%	27%	12%	-12%	3%	15%	1.5%
